MEP2-GFP yeast: modulators of MEP2-GFP levels in yeast, primary screen, S. cerevisiae, multiplex flow cytometry, MLPCN library; S. cerevisiae MEP2-GFP strain, 3 h; 100% = DMSO control level; GFP response vs DMSO, % at 10 µM; 330,000 tested, 0.51% active; AID 2016, 2009;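 active = GFP response versus DMSO above a set limit, roughly screen mean plus 3 SD, cut at about 180% in these data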;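 also: median GFP fluorescence of the barcode-gated MEP2-GFP cells per well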
RPL19A TOR yeast: RPL19A-GFP expression modulators in yeast, primary screen, cell-based, S. cerevisiae, multiplex flow cytometry, MLPCN | percent response vs DMSO, % at 10 µM | 330,000 tested, 0.3% active | S. cerevisiae RPL19A-GFP strain, 3 h; stronger effect = lower value;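 active = percent response vs DMSO below 50%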;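 also: median channel GFP fluorescence of the barcoded RPL19A-GFP strain; ratio of sample median GFP to plate DMSO average so 100% = DMSO; lower means less RPL19A-GFP as with rapamycin TOR inhibition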
CIT2 TOR yeast: modulators of CIT2-GFP expression in yeast, primary screen, S. cerevisiae, GFP fusion, multiplex flow cytometry, MLPCN library; S. cerevisiae CIT2-GFP strain, 3 h; 100 means same as DMSO wells; GFP response vs DMSO, % at 10 µM; 320,000 tested, 0.065% active;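 active = GFP response relative to DMSO above a set limit, near the screen mean plus 3 SD, cut at about 150% in these data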;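 also: ratio of well median GFP fluorescence to mean of DMSO wells on the plate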
Yeast superoxide: reduction of superoxide in aged yeast, primary screen, HTS; S. cerevisiae aged cells, superoxide DHE fluorescence; stronger effect = lower value; superoxide response (% of plate mean), % at 10 µM; 330,000 tested, 0.18% active; AID 2690, 2010;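 active = superoxide response under a set limit, about three screen SD below normal, cut at about 65% in these data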;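 also: yeast aged for seven days with compound at 30 °C before DHE staining; 100% = average MFI of all compound-treated wells on the plate with controls excluded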
LAP4-GFP MLPCN: modulators of LAP4-GFP expression in yeast, primary screen, S. cerevisiae, multiplex flow cytometry, MLPCN library; 3 h; median GFP as percent of DMSO wells; GFP response vs DMSO, % at 10 µM; 320,000 tested, 0.34% active; AID 2023, 2009;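 active = GFP response vs DMSO above a set limit, about the screen mean plus 3 SD, cut at about 150% in these data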
AGP1 TOR yeast: modulators of AGP1-GFP expression in yeast TOR pathway, primary screen, cell-based, multiplex flow cytometry, S. cerevisiae, MLPCN library; 320,000 tested, 0.02% active; AID 2066, 2009; 3 h; GFP as percent of DMSO wells; GFP response vs DMSO, % at 10 µM;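 active = GFP response relative to DMSO above a set limit, near screen average plus 3 SD, cut at about 150% in these data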;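 also: median GFP channel fluorescence of the gated AGP1 strain per well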
Efflux pump mplx: inhibitors of Candida efflux pumps in yeast, primary screen, S. cerevisiae, Nile Red, multiplex; S. cerevisiae Candida pump triplex; inhibition, % at 10 µM; 330,000 tested, 0.44% active;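 active = plate passing quality check with inhibition over a set limit, or well fluorescence over plate mean plus 4 SD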;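 also: Nile Red retained in pooled yeast measured as flow cytometry median fluorescence; 0% = buffer negative control and 100% = Enniatin B positive control; higher means more Nile Red kept so more efflux inhibition; some compounds called inactive have numbers as strong as hits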
AHR act: AHR activators, primary screen, cell-based, luminescence, luciferase reporter, human; Aryl hydrocarbon receptor (Homo sapiens), P35869; AHR-responsive luciferase reporter cells; activation, % at 5 µM; 320,000 tested, 2.5% active; in the data active = activation above about 47%;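 also: 0% = vehicle wells and 100% = reference agonist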
Target sequence (P35869 whole entry, looked up): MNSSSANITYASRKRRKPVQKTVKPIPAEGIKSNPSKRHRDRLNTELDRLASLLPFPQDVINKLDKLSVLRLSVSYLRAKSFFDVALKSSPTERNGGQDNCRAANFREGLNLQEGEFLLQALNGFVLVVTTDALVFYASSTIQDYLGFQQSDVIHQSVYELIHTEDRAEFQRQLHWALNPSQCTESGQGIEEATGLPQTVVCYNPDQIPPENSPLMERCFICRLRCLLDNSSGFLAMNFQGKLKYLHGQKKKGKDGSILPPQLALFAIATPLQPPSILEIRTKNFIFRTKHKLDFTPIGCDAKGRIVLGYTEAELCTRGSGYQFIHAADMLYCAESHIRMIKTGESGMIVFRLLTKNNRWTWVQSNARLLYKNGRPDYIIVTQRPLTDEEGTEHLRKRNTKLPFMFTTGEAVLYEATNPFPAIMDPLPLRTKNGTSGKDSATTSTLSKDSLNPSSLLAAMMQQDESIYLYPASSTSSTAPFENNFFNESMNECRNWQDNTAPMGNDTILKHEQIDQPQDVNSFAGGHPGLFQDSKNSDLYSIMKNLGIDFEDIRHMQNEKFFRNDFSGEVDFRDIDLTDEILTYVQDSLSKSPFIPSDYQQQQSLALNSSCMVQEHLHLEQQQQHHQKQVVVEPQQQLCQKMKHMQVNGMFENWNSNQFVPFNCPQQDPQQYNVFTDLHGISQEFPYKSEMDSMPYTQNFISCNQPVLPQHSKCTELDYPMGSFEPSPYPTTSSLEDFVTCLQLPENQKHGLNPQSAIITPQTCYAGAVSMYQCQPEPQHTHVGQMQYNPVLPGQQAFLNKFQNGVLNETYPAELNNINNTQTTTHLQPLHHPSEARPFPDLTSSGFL
* marks the source's active call; other numbers are inactive results; x = no result given.

SMILES | MEP2-GFP yeast | RPL19A TOR yeast | CIT2 TOR yeast | Yeast superoxide | LAP4-GFP MLPCN | AGP1 TOR yeast | Efflux pump mplx | AHR act
O=C(COC(=O)c1cc(S(=O)(=O)N2CCCCC2)ccc1N1CCOCC1)NC1CCCCC1 | 91 | x | 102 | 107 | 94 | 95 | 0.0 | 1
Cc1ccc(Nc2nc(Cl)c(C=O)s2)cc1 | 93 | 95 | 97 | 90 | 105 | 106 | -0.2 | 14
COc1ccccc1OCC(=O)Nc1cc(NC(=O)COc2ccccc2OC)cc(C(=O)O)c1 | 101 | 105 | 111 | 101 | 83 | 102 | 0.2 | 0
CN(c1ccccc1)c1nc(N)c([N+](=O)[O-])c(N2CCCCCC2)n1 | 94 | 95 | 100 | 72 | 146 | 101 | -0.1 | 8
COc1ccc(NC(=O)c2ccco2)c2ccccc12 | 104 | 104 | 106 | 110 | 96 | 99 | 0.0 | x
COc1ccc(C(=O)N=C2SC3CS(=O)(=O)CC3N2Cc2ccc(OC)c(OC)c2)cc1 (stereo not drawn) | 99 | 94 | 103 | 91 | 93 | 98 | 0.2 | 1
O=C(CCCC(=O)N1CCN(c2ccccc2F)CC1)N1CCN(c2ccccc2F)CC1 | 93 | 90 | 81 | 103 | 85 | 83 | 0.1 | 1
CC(=O)OCC(OC(C)=O)C(OC(C)=O)C(OC(C)=O)C(=O)Nc1ccccc1C (stereo not drawn) | 103 | 97 | 99 | 114 | 108 | 99 | 0.0 | 3
COc1cc(OC)cc(-c2cc3ccccc3c(=O)o2)c1 | 89 | 85 | 93 | 97 | x | 87 | -0.5 | 4
O=C(CSc1nc(C(F)(F)F)cc(=O)[nH]1)N1CCC(Cc2ccccc2)CC1 | 108 | 100 | 102 | 93 | 101 | 99 | -0.1 | -1
O=C(Nc1cccc(-c2ccc(N3CCOCC3)nn2)c1)c1ccc(Cl)cc1 | 95 | 100 | 92 | 95 | 122 | 117 | -0.1 | 9
Cc1cc(C)n(C(=O)c2nn(C)c(C)c2[N+](=O)[O-])n1 | 100 | 99 | 92 | 103 | 90 | 94 | 0.1 | 1
CS(=O)(=O)N1CCC(C(=O)Nc2cccc(F)c2)CC1 | 101 | 96 | 100 | 107 | 76 | 89 | -0.1 | 0
CC(=O)N(C(C)=O)c1cccc2c(N(C(C)=O)C(C)=O)cccc12 | 100 | 96 | 93 | 104 | 101 | 96 | 0.1 | 0
CCOC(=O)C1=C(C)NC(C)=C(C(=O)OCC)C1c1ccccc1/C=C/C(=O)OC(C)(C)C | 94 | 104 | 102 | 98 | 103 | 89 | 0.1 | 16
O=C(Oc1ccc(/C=N/O)cc1)c1ccccc1Cl | 98 | 106 | 92 | 95 | 95 | 86 | 0.1 | -2
CC(C)OP(=O)(OC(C)C)C(NC(=O)c1ccccc1Br)C(N)=O (stereo not drawn) | 99 | 96 | 101 | 81 | 119 | 106 | -0.1 | -1
COc1ccc(F)cc1CN1CCN(CC(=O)Nc2ccccc2C(=O)NC2CC2)CC1 | 98 | 97 | 106 | 91 | 98 | 101 | -0.2 | 0
Cc1noc(C)c1S(=O)(=O)Nc1ccccc1N1CCOCC1 | 92 | 95 | 83 | 100 | 103 | 99 | 0.1 | -1
CC(C)Cn1c(SCC(=O)Nc2ncccn2)nc2ccccc21 | 95 | 97 | 99 | 115 | 101 | 96 | 0.0 | 16
Cc1cc2n(n1)C(c1ccccc1)Nc1ccccc1-2 (stereo not drawn) | 95 | 95 | 88 | 104 | 102 | 95 | -0.1 | 23
Cc1ccc(S(=O)(=O)N/N=C\c2ccc([N+](=O)[O-])o2)cc1 | 102 | 103 | 101 | 95 | 106 | 104 | 0.1 | 1
O=C(CNC(=O)c1cccs1)NCCN1CCN(c2ccccc2F)CC1 | 103 | 100 | 101 | 89 | 98 | 97 | 0.1 | 0
COc1ccc(CNC(=O)CN(C(=O)c2csnn2)c2cnc3ccccc3c2)cc1 | 102 | 96 | 93 | 101 | 91 | 96 | 0.2 | 18
Cc1ccc(-c2nc(CN3CCCCC3)cc(CN3CCCCC3)c2O)cc1 | 98 | 100 | 94 | 88 | 105 | 103 | -0.2 | 9

A draw from above in order of formula weight, highest first.
SMILES | MEP2-GFP yeast | RPL19A TOR yeast | CIT2 TOR yeast | Yeast superoxide | LAP4-GFP MLPCN | AGP1 TOR yeast | Efflux pump mplx | AHR act
COc1ccccc1OCC(=O)Nc1cc(NC(=O)COc2ccccc2OC)cc(C(=O)O)c1 | 101 | 105 | 111 | 101 | 83 | 102 | 0.2 | 0
O=C(CCCC(=O)N1CCN(c2ccccc2F)CC1)N1CCN(c2ccccc2F)CC1 | 93 | 90 | 81 | 103 | 85 | 83 | 0.1 | 1
CCOC(=O)C1=C(C)NC(C)=C(C(=O)OCC)C1c1ccccc1/C=C/C(=O)OC(C)(C)C | 94 | 104 | 102 | 98 | 103 | 89 | 0.1 | 16
COc1ccc(F)cc1CN1CCN(CC(=O)Nc2ccccc2C(=O)NC2CC2)CC1 | 98 | 97 | 106 | 91 | 98 | 101 | -0.2 | 0
O=C(CSc1nc(C(F)(F)F)cc(=O)[nH]1)N1CCC(Cc2ccccc2)CC1 | 108 | 100 | 102 | 93 | 101 | 99 | -0.1 | -1
Cc1ccc(-c2nc(CN3CCCCC3)cc(CN3CCCCC3)c2O)cc1 | 98 | 100 | 94 | 88 | 105 | 103 | -0.2 | 9
CN(c1ccccc1)c1nc(N)c([N+](=O)[O-])c(N2CCCCCC2)n1 | 94 | 95 | 100 | 72 | 146 | 101 | -0.1 | 8
CC(C)Cn1c(SCC(=O)Nc2ncccn2)nc2ccccc21 | 95 | 97 | 99 | 115 | 101 | 96 | 0.0 | 16
Cc1noc(C)c1S(=O)(=O)Nc1ccccc1N1CCOCC1 | 92 | 95 | 83 | 100 | 103 | 99 | 0.1 | -1
Cc1ccc(S(=O)(=O)N/N=C\c2ccc([N+](=O)[O-])o2)cc1 | 102 | 103 | 101 | 95 | 106 | 104 | 0.1 | 1
CS(=O)(=O)N1CCC(C(=O)Nc2cccc(F)c2)CC1 | 101 | 96 | 100 | 107 | 76 | 89 | -0.1 | 0
COc1cc(OC)cc(-c2cc3ccccc3c(=O)o2)c1 | 89 | 85 | 93 | 97 | x | 87 | -0.5 | 4
O=C(Oc1ccc(/C=N/O)cc1)c1ccccc1Cl | 98 | 106 | 92 | 95 | 95 | 86 | 0.1 | -2
COc1ccc(NC(=O)c2ccco2)c2ccccc12 | 104 | 104 | 106 | 110 | 96 | 99 | 0.0 | x
Cc1cc2n(n1)C(c1ccccc1)Nc1ccccc1-2 (stereo not drawn) | 95 | 95 | 88 | 104 | 102 | 95 | -0.1 | 23

Two entries from above, with two lines to a compound:
Below each SMILES: MEP2-GFP yeast, RPL19A TOR yeast, CIT2 TOR yeast, Yeast superoxide, LAP4-GFP MLPCN, AGP1 TOR yeast, Efflux pump mplx, AHR act
CCOC(=O)C1=C(C)NC(C)=C(C(=O)OCC)C1c1ccccc1/C=C/C(=O)OC(C)(C)C
  94, 104, 102, 98, 103, 89, 0.1, 16
O=C(Oc1ccc(/C=N/O)cc1)c1ccccc1Cl
  98, 106, 92, 95, 95, 86, 0.1, -2

Further entries:
SMILES | MEP2-GFP yeast | RPL19A TOR yeast | CIT2 TOR yeast | Yeast superoxide | LAP4-GFP MLPCN | AGP1 TOR yeast | Efflux pump mplx | AHR act
Nc1nc(Sc2ncccc2[N+](=O)[O-])n[nH]1 | 96 | 98 | 99 | 142 | 106 | 106 | 0.1 | 4
Cn1c(=O)c(-c2ccccc2)nn2c3ccccc3nc12 | 90 | 88 | 101 | 89 | 91 | 90 | -0.1 | 110*
CCN1CCN(C(c2cc(OC)c(OC)c(OC)c2)c2nnnn2C(C)C)CC1 (stereo not drawn) | 94 | 99 | 98 | 98 | 92 | 100 | -0.1 | 1
Cc1cccc(C(=O)Nc2cccc(C(=O)NC3CCCC3)c2)c1 | 101 | 100 | 104 | 100 | 96 | 102 | -1.1 | 7
COc1ccc(N2CCN(S(=O)(=O)CCNC(=O)/C=C/c3ccc4c(c3)OCO4)CC2)cc1 | 95 | 98 | 89 | 120 | 116 | 100 | 0.0 | 2
O=C(N/N=C\c1ccc(OC(=O)c2cccs2)cc1)c1ccc(Cl)cc1 | 103 | 109 | 109 | 131 | 104 | 110 | 0.0 | 0
